HCV inhibitor = inhibitors of hepatitis C virus infection; AID 651820; Potency, µM (highest dose often 41.8 µM), for the others: at the top dose activity change, negative = inhibition, most hits filed as inhibitors; Huh7.5.1 HCVcc-Cre infection, luciferase reporter, 44 h; hit rate 3.4% among 340,000; also: potency is read from the fitted curve at half-maximal effect
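Seed cells (1,000/well) for 4 h; treat with compound and infect with HCVcc-Cre, moi about 0.5. Incubate 44 h, then detect luciferase activity.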
Giardia FBPA inh = Giardia lamblia aldolase inhibition. A8B2U2. purified Giardia FBPA. Potency, µM (highest dose often 59.6 µM), for the others: top-dose activity, negative = inhibition, most hits filed as inhibitors. AID 2451. hit rate 0.71% among 290,000; also: potency is read from the fitted curve at half-maximal effect; nearly all actives have a fitted effect of over 55% in size
Target sequence (A8B2U2 whole entry, looked up): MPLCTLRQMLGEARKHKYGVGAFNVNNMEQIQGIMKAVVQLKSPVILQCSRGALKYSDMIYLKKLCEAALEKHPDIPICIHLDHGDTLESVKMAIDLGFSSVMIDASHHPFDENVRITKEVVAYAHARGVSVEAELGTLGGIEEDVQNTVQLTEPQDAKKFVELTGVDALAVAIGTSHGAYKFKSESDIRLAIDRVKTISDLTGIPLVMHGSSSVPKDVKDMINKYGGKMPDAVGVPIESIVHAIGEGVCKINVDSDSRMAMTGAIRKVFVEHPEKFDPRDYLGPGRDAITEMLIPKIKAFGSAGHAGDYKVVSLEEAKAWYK
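40 nM FBPA preincubated 10 min at RT with compound (up to 57.5 uM final), then substrate plus GAPDH/TPI/NAD/arsenate coupling and diaphorase/resazurin added. Fluorescence read after 20 min at RT, 525/598 nm.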
Sm TGR block = blocks Schistosoma mansoni thioredoxin glutathione reductase | Q962Y6 | purified TGR, DTNB reduction, TNB absorbance 405 nm | Potency, µM (doses to about 114 µM), for the others: top-dose activity change, negative = inhibition, most hits filed as inhibitors | hit rate 3% among 360,000; also: potency is read from the fitted curve at half-maximal effect; nearly all actives have a fitted effect of over 60% in size
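First, TGR (20 nM dispensed) and NADPH were mixed with compound. Second, a 15 min room-temperature incubation followed. Third, further NADPH and then DTNB were added to start the reaction. Finally, TNB absorbance was monitored kinetically.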
AmpC inh detg = blocks E. coli AmpC beta-lactamase in detergent assay; AmpC hydrolysis of nitrocefin, absorbance 480 nm, 0.01% Triton; Potency, µM (series often up to 114 µM), without a hit: at the top dose activity change, negative = inhibition, most hits filed as inhibitors; hit rate 0.041% among 370,000; AID 485294;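 also: potency is read from the fitted curve at half-maximal effect; 0% = no-compound wells and -100% = no-enzyme wells; nearly all actives have a fitted effect of over 25% in size; some results filed as inactive show a strong effect at the top dose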
Target sequence (P00811 whole entry, looked up): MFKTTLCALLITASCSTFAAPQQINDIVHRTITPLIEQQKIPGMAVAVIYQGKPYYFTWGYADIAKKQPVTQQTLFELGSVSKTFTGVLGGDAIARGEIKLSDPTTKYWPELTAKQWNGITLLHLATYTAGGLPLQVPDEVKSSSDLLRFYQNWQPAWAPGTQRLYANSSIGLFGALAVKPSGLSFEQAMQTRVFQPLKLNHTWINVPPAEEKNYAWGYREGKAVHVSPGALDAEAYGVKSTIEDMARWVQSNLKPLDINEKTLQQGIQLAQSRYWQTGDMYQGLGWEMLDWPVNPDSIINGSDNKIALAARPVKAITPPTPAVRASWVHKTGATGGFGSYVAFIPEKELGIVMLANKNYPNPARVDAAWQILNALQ
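AmpC (5.3 nM in the dispensed reagent) in 20 mM phosphate pH 7.0 with 0.01% (detergent screen) or 0.0001% Triton X-100 was preincubated with compounds for 15 min at room temperature. Nitrocefin was then added from an 800 uM solution, and hydrolysis was followed at 480 nm.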
HCMV inh = inhibitors of human cytomegalovirus. activity change, negative = inhibition, % at 57.5 µM. AID 1259415. hit rate 4.5% among 410,000. HFF cells, HCMV-luciferase reporter, 72 h; stronger effect = lower value; in the data active = activity change below about -60%; inconclusive = no clear call, values can overlap the other calls; inactive = above about -39%
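Two compound doses tested in HFFs infected with HCMV-luciferase, MOI 1 PFU/cell, 72 h at 37C. Lysate luminescence read with OneGlo; data normalized against buffer-only and 10uM Salinomycin inhibitor controls.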
AmpC no deterg = blocks E. coli AmpC beta-lactamase in detergent-free assay; P00811; AmpC nitrocefin hydrolysis, absorbance 480 nm, 0.0001% Triton; Potency, µM (highest dose often 57.1 µM), for the others: at the highest dose activity change, negative = inhibition, usual class: inhibitors; hit rate 0.52% among 330,000;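 also: potency is read from the fitted curve at half-maximal effect; plate controls were no compound for no effect and no enzyme for full effect; nearly all actives have a fitted effect of over 20% in size; some results filed as inactive show a strong effect at the top dose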
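AmpC (5.3 nM in the dispensed reagent) in 20 mM phosphate pH 7.0 with 0.01% (detergent screen) or 0.0001% Triton X-100 was preincubated with compounds for 15 min at room temperature. Nitrocefin was then added from an 800 uM solution, and hydrolysis was followed at 480 nm.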
The depositor's hits bear a star; & = joins results of further samples; ! = repeats disagree; [ ] = another dose, or the depositor's remark. Unless noted, calls follow the shape of the dose curve; as a rule, active = well fitted curve in the direction sought with a large enough effect; inconclusive = small, poorly fitted or top-dose-only effect, or another doubt; inactive = no such curve, though single readings can be large; an effect the other way counts as inactive or inconclusive. Unless noted, % is scaled to controls: 0 for no effect and ±100 for the full control effect.

O=C(NCCc1ccccc1)c1ccc(-c2ccc(F)cc2)o1 was read as HCV inhibitor -18%, Giardia FBPA inh 1%, AmpC inh detg 0%, HCMV inh 17 and AmpC no deterg -8%.
`CN(C(=O)COC(=O)c1ccc2c(=O)n3c(nc2c1)CCC3)C1CCS(=O)(=O)C1` (stereo unspecified) gave HCV inhibitor 7%, Giardia FBPA inh -2%, AmpC inh detg 7%, HCMV inh 82 and AmpC no deterg -4%.
`CCc1ccccc1NC(=O)c1ccc2c(SCC(=O)O)c3c(nc2c1)CCC3` gave Sm TGR block 1%, AmpC inh detg 16% and HCMV inh 12.
For CN1CN(C)c2ccc([N+](=O)[O-])c3cccc1c23 the results were HCV inhibitor inconclusive, Giardia FBPA inh -27%, Sm TGR block -19%, AmpC inh detg 0%, HCMV inh -90* and AmpC no deterg -13%.
For COc1ccccc1N1CCN(C(=O)C(=O)N/N=C/c2cccc(O)c2)CC1 the results were HCV inhibitor 13%, Giardia FBPA inh -1%, Sm TGR block 10%, AmpC inh detg -1%, HCMV inh 11 and AmpC no deterg -12%.
For COc1cc(OC)c(NC(=O)N2CCc3c([nH]c4ccccc34)C2c2ccccc2F)cc1Cl (stereo unspecified) the results were Sm TGR block 13%, AmpC inh detg 26% and HCMV inh inconclusive.
Screening Cc1ccc(C(=O)N/N=C/c2cccc(OC(=O)/C=C/c3ccco3)c2)cn1 returned HCV inhibitor 4%, Giardia FBPA inh -12%, Sm TGR block inconclusive, AmpC inh detg 6%, HCMV inh inconclusive and AmpC no deterg -6%.
`CCOc1ccccc1NC(=O)c1sc(-n2nc(C)c(CCC(C)C)c2C)nc1C` gave Sm TGR block 2%, AmpC inh detg -8% and HCMV inh -19.
Screening CC(C)C(c1nnnn1C(C)(C)C)N1CCOCC1 (stereo unspecified) returned HCV inhibitor 6%, Giardia FBPA inh 5%, Sm TGR block 2%, AmpC inh detg -7%, HCMV inh 9 and AmpC no deterg -20%.
Screening O=C(CSc1nccn(-c2ccc3c(c2)OCCO3)c1=O)Nc1ccccc1 returned HCV inhibitor inconclusive, Sm TGR block -18%, AmpC inh detg inconclusive, HCMV inh -32 and AmpC no deterg -42%.
Screening CCOc1ccc(NS(=O)(=O)c2ccc3[nH]c(=O)[nH]c3c2)cc1 returned HCV inhibitor 3%, Giardia FBPA inh -3%, Sm TGR block 17%, AmpC inh detg -5%, HCMV inh inconclusive and AmpC no deterg -1%.
For Cc1ccc(S(=O)(=O)NCCN2CCOCC2)cc1 the results were HCV inhibitor 8%, Giardia FBPA inh 0%, Sm TGR block 0%, AmpC inh detg -13%, HCMV inh -9 and AmpC no deterg -23%.
For O=C(NCc1ccco1)c1ccc(CS(=O)Cc2cccc(Cl)c2)o1 (stereo unspecified) the results were HCV inhibitor -6%, Giardia FBPA inh 10%, Sm TGR block inconclusive, AmpC inh detg -11%, HCMV inh -16 and AmpC no deterg -8%.
C/C(N)=C(/C#N)C(=O)CSc1cc(C)c2cc(C)cc(C)c2n1 was read as HCV inhibitor 10µM*, Giardia FBPA inh 1%, AmpC inh detg 5%, HCMV inh -7 and AmpC no deterg -29%.
O=C(Cn1ncc2c3ccccc3n(Cc3ccc(F)cc3)c2c1=O)N1CCN(c2ncccn2)CC1 was read as HCV inhibitor inconclusive, Giardia FBPA inh -10%, Sm TGR block 3%, AmpC inh detg inconclusive, HCMV inh -36 and AmpC no deterg 132%[activator].
O=C(Nc1ccccc1)C1=C[C@H](C2CCCCC2)C[C@H](OCc2ccc(CO)cc2)O1 was read as HCV inhibitor -5%, Giardia FBPA inh -12%, Sm TGR block -15%, AmpC inh detg 3%, HCMV inh inconclusive and AmpC no deterg 0%.
CC(C)NC(=O)N(C)C[C@H]1Oc2ccc(NC(=O)Nc3ccccc3)cc2C(=O)N([C@@H](C)CO)C[C@@H]1C was read as HCV inhibitor 9%, HCMV inh -17 and AmpC no deterg 23%.
Screening Cc1nn(Cc2ccc(Cl)cc2)c(Cl)c1/C=N/NC(=O)c1cccnc1 returned HCV inhibitor -4%, Giardia FBPA inh 3%, Sm TGR block -19%, AmpC inh detg -16%, HCMV inh -4 and AmpC no deterg 39%.
Screening COc1ccc(S(=O)(=O)Oc2cccc(/C=N/N=C3/NC(=O)C(CC(=O)O)S3)c2)cc1 (stereo unspecified) returned HCV inhibitor 5%, Giardia FBPA inh inconclusive, Sm TGR block 4%, AmpC inh detg 1%, HCMV inh -13 and AmpC no deterg -1%.
For COc1cc2c(cc1OC)CN(C(=O)CNS(=O)(=O)c1ccc(C)c(C)c1)CC2 the results were HCV inhibitor 11%, Giardia FBPA inh -12%, Sm TGR block 2%, AmpC inh detg -7%, HCMV inh 11 and AmpC no deterg -5%.
Screening COc1cc(OC)c(OC)cc1CNC(=O)c1cccc(S(=O)(=O)N2CCc3ccccc3C2)c1 returned HCV inhibitor 1.8µM*, Sm TGR block 4%, AmpC inh detg inconclusive, HCMV inh inconclusive and AmpC no deterg 101%[activator].
CS(=O)(=O)N1CCC(C(=O)NCCN2CCN(Cc3ccccc3)CC2)CC1 was read as HCV inhibitor 0%, Giardia FBPA inh 7%, Sm TGR block -4%, AmpC inh detg -7%, HCMV inh -19 and AmpC no deterg -8%.
CCC(NC(=O)c1cc(COc2cc(C)c(Cl)c(C)c2)on1)c1ccncc1 (stereo unspecified) was read as HCV inhibitor 7%, Giardia FBPA inh 3%, Sm TGR block 0%, AmpC inh detg 5%, HCMV inh inconclusive and AmpC no deterg 103%[activator].
Cc1ccc(S(=O)(=O)N2[C@@H](c3ccc4c(c3)OCO4)C(C(=O)O)=C[C@H]2CC2CCCC2)cc1 was read as HCV inhibitor inconclusive, HCMV inh 8 and AmpC no deterg -17%.
For CCc1c(O)nc2sc3ccccc3n2c1=O the results were HCV inhibitor 10%, Giardia FBPA inh -1%, Sm TGR block 0%, AmpC inh detg 4%, HCMV inh -32 and AmpC no deterg -4%.
For COCCCN1C(=O)N(c2ccc(F)cc2)C(=O)C1CC(=O)Nc1ccc(OC)cc1 (stereo unspecified) the results were HCV inhibitor -2%, Giardia FBPA inh 3%, Sm TGR block -17%, AmpC inh detg 1%, HCMV inh 0 and AmpC no deterg 0%.
For CC(C)CC(NC(=O)C1CCCCC1)C(=O)N1CCN(c2ccccn2)CC1 (stereo unspecified) the results were HCV inhibitor 4%, Giardia FBPA inh 1%, Sm TGR block -14%, AmpC inh detg inconclusive, HCMV inh 26 and AmpC no deterg -1%.
`CC(C)N(CCCNC(=O)Cn1c(=O)c2cccn2c2ccccc21)Cc1ccccc1` gave HCV inhibitor -3%, Sm TGR block inconclusive, AmpC inh detg -5%, HCMV inh -1 and AmpC no deterg -6%.
COc1ccccc1Cc1nc2ccccc2nc1SCC(=O)Nc1cc(Cl)ccc1OC was read as Sm TGR block 0%, AmpC inh detg -4% and HCMV inh -13.
For CN(C)C1(CNC(=O)CC(NC(=O)c2ccccc2Cl)c2ccccc2)CCCCC1 (stereo unspecified) the results were HCV inhibitor -2%, Giardia FBPA inh 3%, Sm TGR block 19%, AmpC inh detg inconclusive, HCMV inh -23 and AmpC no deterg -4%.

Filtered by structure, the entries above with an NH in an aromatic ring.
For COc1cc(OC)c(NC(=O)N2CCc3c([nH]c4ccccc34)C2c2ccccc2F)cc1Cl (stereo unspecified) the results were Sm TGR block 13%, AmpC inh detg 26% and HCMV inh inconclusive.
Screening CCOc1ccc(NS(=O)(=O)c2ccc3[nH]c(=O)[nH]c3c2)cc1 returned HCV inhibitor 3%, Giardia FBPA inh -3%, Sm TGR block 17%, AmpC inh detg -5%, HCMV inh inconclusive and AmpC no deterg -1%.

Other compounds.
`CCOc1ccc(NC(=O)CNC(=O)c2ccco2)cc1` gave HCV inhibitor -3%, Giardia FBPA inh 3%, Sm TGR block -16%, AmpC inh detg inconclusive, HCMV inh 52 and AmpC no deterg -6%.
COc1ccccc1N1CCN(C(=O)CNS(=O)(=O)c2ccc(Br)s2)CC1 was read as HCV inhibitor 0%, Giardia FBPA inh 5%, Sm TGR block -2%&-2%, AmpC inh detg inconclusive, HCMV inh -9&7 and AmpC no deterg 73%[activator].
Cc1cc(C(=O)Nc2ccccc2N2CCOCC2)no1 was read as HCV inhibitor 0%, Sm TGR block -2%, AmpC inh detg -7%, HCMV inh 0 and AmpC no deterg -23%.
For COc1cc2ccccc2cc1C(=O)N(CCN(C)C)c1nc2c(C)cccc2s1 the results were HCV inhibitor inconclusive, Giardia FBPA inh -13%, Sm TGR block -1%, AmpC inh detg -13%, HCMV inh -34 and AmpC no deterg 109%[activator].
`CNS(=O)(=O)c1cccc(C(=O)OCC(=O)NCc2ccccc2)c1` gave HCV inhibitor 10%, Giardia FBPA inh 10%, Sm TGR block -6%, AmpC inh detg 3%, HCMV inh -4 and AmpC no deterg -8%.
For CCOC(=O)C1CCN(S(=O)(=O)c2ccc3c(c2)NC(=O)CS3)CC1 the results were HCV inhibitor 14%, Sm TGR block 4%, AmpC inh detg -2%, HCMV inh -19 and AmpC no deterg -13%.
Screening Cc1cccc(NC(=O)/C(C#N)=C/c2ccccc2O)n1 returned HCV inhibitor 0%, Giardia FBPA inh 3%, Sm TGR block 89µM*, AmpC inh detg -5%, HCMV inh 9 and AmpC no deterg -9%.
For Cc1sc2nc(CSc3nc4ccccc4c(=O)n3CCCN3CCOCC3)[nH]c(=O)c2c1C the results were HCV inhibitor -5%&15%, Giardia FBPA inh -12%, Sm TGR block 11%, AmpC inh detg inconclusive, HCMV inh 16 and AmpC no deterg 29%.
`COc1cc(F)cc(-c2ccc3c(c2)c(C#Cc2ccsc2)c(-c2cc(OC)cc(OC)c2)n3C)c1` gave HCV inhibitor -6%, HCMV inh -1 and AmpC no deterg -21%.
Screening COc1ccc(C(CNC(=O)COc2ccccc2OC)N2CCCCC2)cc1 (stereo unspecified) returned HCV inhibitor 9%, Sm TGR block 6%, AmpC inh detg 4%, HCMV inh 11 and AmpC no deterg 0%.
Cc1ccc(/C=N\NC(=O)CCc2n[nH]c(=O)[nH]c2=O)o1 was read as HCV inhibitor 2%, Giardia FBPA inh -1%, Sm TGR block -7%, AmpC inh detg -1%, HCMV inh -19 and AmpC no deterg -12%.
Screening COc1ccc(NC(=O)CN(C)C(=O)Cc2ccsc2)cc1 returned HCV inhibitor -4%, Sm TGR block 2%, AmpC inh detg 1%, HCMV inh -16 and AmpC no deterg -10%.
For CC1CCCN(CCCNC(=O)c2ccc3c(c2)N(Cc2ccccc2F)C(=O)c2ccccc2S3(=O)=O)C1 (stereo unspecified) the results were HCV inhibitor 10µM*, Sm TGR block 6%&-3%, AmpC inh detg 6%&14%, HCMV inh -70*! and AmpC no deterg 129%[activator].
For O=C(c1ccc(Cl)cc1)C1CCN(C(=O)N2CCOCC2)CC1 the results were Giardia FBPA inh 9%, Sm TGR block -21%, AmpC inh detg inconclusive, HCMV inh -17 and AmpC no deterg 3%.

No new results follow: an excerpt of the list.
For CC1CCCN(CCCNC(=O)c2ccc3c(c2)N(Cc2ccccc2F)C(=O)c2ccccc2S3(=O)=O)C1 (stereo unspecified) the results were HCV inhibitor 10µM*, Sm TGR block 6%&-3%, AmpC inh detg 6%&14%, HCMV inh -70*! and AmpC no deterg 129%[activator].
For O=C(c1ccc(Cl)cc1)C1CCN(C(=O)N2CCOCC2)CC1 the results were Giardia FBPA inh 9%, Sm TGR block -21%, AmpC inh detg inconclusive, HCMV inh -17 and AmpC no deterg 3%.

Screens (PubChem)
